Source: PubChem BioAssay
TWEAK-Fn14 inh – inhibitors of TWEAK-Fn14 signaling, primary screen, luciferase reporter cells, uHTS | TWEAK-stimulated Fn14 reporter cells, luciferase luminescence, 8 h | inhibition, % at 10 µM | hit rate 2% among 360,000 | AID 1159606, 2016; in the data active = inhibition above about 50%
HIF-2a inh – HIF-2a reporter inhibitors, primary screen, luminescence, 786-0 RCC cells. hit rate 0.72% among 360,000. 786-0 RCC cells HIF-2a reporter, luciferase luminescence, overnight. inhibition, % at 18.8 µM. AID 624352, 2012;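 active = inhibition of the luminescence signal of 40% or more relative to plate controls, in a single-dose primary screen at 18.75 µM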
NR2E3 ag-1 – inhibitors of NR2E3-RetCOR corepressor binding, primary screen, NR2E3 agonist project, biochemical, TR-FRET, GST-NR2E3, biotin-RetCOR; Photoreceptor-specific nuclear receptor (Homo sapiens), Q9Y5X4; 1536-well; inhibition of corepressor binding, % at 4.78 µM; hit rate 0.12% among 320,000; AID 2300, 2010;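 active = percent inhibition above the cutoff of mean plus 3 SD of all tested compounds, set per screening campaign, cut at about 20% in these data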;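 note: 0% = DMSO wells and 100% = biotin wells as full block of FRET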
Target sequence (Q9Y5X4 whole entry, looked up): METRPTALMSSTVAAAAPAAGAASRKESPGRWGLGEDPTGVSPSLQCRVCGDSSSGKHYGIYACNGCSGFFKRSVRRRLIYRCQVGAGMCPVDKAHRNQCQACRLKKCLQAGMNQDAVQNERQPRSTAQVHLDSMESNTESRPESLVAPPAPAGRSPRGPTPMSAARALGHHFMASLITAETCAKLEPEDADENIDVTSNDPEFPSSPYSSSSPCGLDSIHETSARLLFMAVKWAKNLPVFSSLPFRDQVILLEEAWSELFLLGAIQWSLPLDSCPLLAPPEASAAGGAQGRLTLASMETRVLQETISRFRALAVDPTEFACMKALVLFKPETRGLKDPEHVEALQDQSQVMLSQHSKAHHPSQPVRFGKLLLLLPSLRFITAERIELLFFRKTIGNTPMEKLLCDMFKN
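Material: NR2E3–RetCOR corepressor complex / Incubation: Compound–protein incubation for 5 h at 4 °C / Dosing: compound at 4.8 µM, single dose / Detection: time-resolved FRET / Benchmarks: high control biotin, low control 0.6% DMSO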
Peg3 promoter – Peg3 promoter-driven luciferase inhibitors, primary screen, cell-based, HeLa, luciferase luminescence; HeLa PEG-Prom luciferase reporter, overnight; inhibition, % at 20 µM; hit rate 1.7% among 360,000;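 active = inhibition of at least 50% at 20 µM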
CF NFkB block – inhibitors of PAF-induced NF-kB signaling, primary screen, cell-based, GFP fluorescence, uHTS. KKLEB NF-kB-GFP reporter, GFP fluorescence overnight. inhibition, % at 5 µM. hit rate 0.86% among 360,000. AID 588850, 2011;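 active = at least 50% inhibition at 5 µM, scaled per plate between neutral and stimulator controls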;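 note: PAF is a Pseudomonas aeruginosa culture filtrate used as stimulus; plate controls were PAF-stimulated DMSO wells for no effect and unstimulated DMSO wells for full effect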
Shn3 inh set2 – reduction of Shn3 3'UTR firefly luciferase signal, primary screen, Schnurri-3 inhibitor project, cell-based, Clone20 osteoblasts, set 2. Clone20 osteoblast Shn3 3'UTR firefly luciferase, 24 h. inhibition, % at 12.5 µM. hit rate 0.52% among 360,000. AID 588674, 2011;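 active = mean inhibition of at least 75% with every replicate also reaching 75%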;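 note: 0% = median of neutral control wells and 100% = pilot-screen positive control compound; some compounds past the cut are filed as inactive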
KKLEB tox – cytotoxicity in KKLEB CF airway cells, primary screen, cytotoxicity control for CF NF-kB inhibitor project, cell-based, uHTS, fluorescence assay plates. KKLEB CF airway cells viability, ATPlite luminescence, overnight; stronger effect = lower value; cells stimulated with P. aeruginosa culture filtrate. activity change (cytotoxicity), % at 5 µM. hit rate 0.36% among 360,000;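 active = corrected activity change at or below -50% at 5 µM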
TROY signal inh – inhibitors of TROY-driven NF-kB signaling, primary screen, Q293 LMP1-TROYcd cells, NF-kB luciferase, uHTS; Q293 LMP1-TROYcd NF-kB luciferase reporter, 4 h; inhibition, % at 10 µM; hit rate 0.98% among 360,000;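 active = compounds whose plate-normalised and pattern-corrected inhibition of the luciferase reporter signal at the single screening dose is 50% or more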
TRAIL sens C8 – viability loss with TRAIL in NB7+C8 cells, primary screen, TRAIL sensitizer project, cell-based, ATPlite luminescence | inhibition (viability loss, TRAIL sensitization), % at 10 µM | hit rate 1% among 360,000;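 active = compounds causing at least 50% loss of cell viability in the single-dose screen, relative to plate controls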
MITF TRPM1 inh – inhibitors of MITF-dependent TRPM1 promoter reporter, primary screen, cell-based, SK-MEL-5, single point, luciferase; inhibition, % at 12.5 µM; SK-MEL-5 TRPM1 promoter luciferase, 24 h; hit rate 0.83% among 330,000;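 active = mean inhibition across replicates of 60% or more, whatever share of single replicates reaches that level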; note: values of inactives mirror those of a sister screen read the other way
NR2E3 ag-2 – NR2E3 agonists in two-hybrid cells, primary screen, cell-based, luminescence, CHO-S, Gal4-NCOR/VP16-NR2E3 | Photoreceptor-specific nuclear receptor (Homo sapiens), Q9Y5X4 | luciferase | inhibition of corepressor binding, % at 3.98 µM | hit rate 0.35% among 360,000 | AID 602229, 2012;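 active = inhibition above the mean of all tested compounds plus 3 SD, cut at about 70% in these data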;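 note: 0% = DMSO with NR2E3 transfected cells and 100% = cells lacking NR2E3 construct; higher means lower luciferase signal from less NR2E3 corepressor binding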
* marks the source's active call; other numbers are inactive results; nt = not tested or not shown. Not all compounds are listed (hit frequency here may not be typical).

SMILES	TWEAK-Fn14 inh	HIF-2a inh	NR2E3 ag-1	Peg3 promoter	CF NFkB block	Shn3 inh set2	KKLEB tox	TROY signal inh	TRAIL sens C8	MITF TRPM1 inh	NR2E3 ag-2
CC(C)CC(N=C1NC(C)(C)Cc2ccccc21)C(=O)O (configuration not stated)	3.7	15.9	1.5	0.6	2.8	-8.2	-4.4	-4.1	-18.5	9.7	-11.7
CC(C)C1C(C#N)=C(N)Oc2n[nH]c(C(C)(C)C)c21 (configuration not stated)	-5.9	30.0	0.9	28.2	-11.5	19.8	2.3	23.0	21.6	13.8	12.6
COCc1c(C(=O)N/N=C/c2ccco2)nnn1-c1nonc1N	-9.4	0.3	2.6	5.4	24.5	-7.3	-2.4	-0.2	4.7	5.3	-9.9
O=C(Oc1cccc2cccnc12)c1ccc(Br)o1	2.2	11.4	-2.3	8.7	5.0	8.9	-2.5	-9.3	-2.8	14.3	-12.5
O=C1C=Cc2ccccc2/C1=C/c1[nH]c(=O)[nH]c1O	-2.0	-0.6	1.4	-0.1	-15.7	-17.8	1.3	4.0	-3.2	22.5	10.4
COC(=O)c1c(N(S(C)(=O)=O)S(C)(=O)=O)sc2c1CCN(c1ncc(C(F)(F)F)cc1Cl)C2	-6.1	-0.9	5.5	5.4	0.8	-1.8	3.0	5.1	-6.8	-2.4	-25.2
CCOC(=O)N1CCC(N2CCN(S(=O)(=O)c3ccc(NC(C)=O)cc3)CC2)CC1	-23.6	-2.1	1.4	-81.0	-19.2	16.5	2.5	-14.2	-0.4	2.4	-10.6
O=C(NCc1ccccc1)N1CCC(CO)(CCc2ccccc2)CC1	32.7	17.2	1.0	22.3	1.4	19.4	-5.0	13.7	4.0	-3.1	8.2
Cc1ccc(CSC2=NCCN2C(=O)c2ccc(S(=O)(=O)N(C)C)cc2)cc1	4.4	-0.8	-2.4	7.2	-1.4	4.0	3.3	7.8	-3.1	-12.3	-0.1
ON=C1CCC2CCCCC2C1 (configuration not stated)	18.0	12.1	nt	14.2	11.2	4.5	-6.6	-16.6	-4.2	nt	-35.9
Cc1ccc(S(=O)(=O)N2C[C@H]3N(C(=O)OC(C)C)N(C(=O)OC(C)C)C[C@H](OC(=O)NCC4CCCCC4)[C@@]3(O)C2)cc1	37.8	-50.0	nt	24.9	12.6	26.8	8.9	13.0	22.8	nt	57.1
COc1ccccc1/C=C/CN1CCN(Cc2ccc(F)cc2)C(CCO)C1 (configuration not stated)	0.1	10.6	-1.4	-13.9	-4.7	45.0	5.2	-12.3	2.2	-7.2	-23.6
CCOc1cc(OCC)cc(C(=O)N2CCC[C@@H]2C(=O)N2CCC[C@H]2C(=O)NCc2ccncc2)c1	4.5	7.7	nt	nt	nt	nt	nt	5.0	-12.6	nt	-18.3
Cn1c(NCc2ccccc2F)nc2cc(-c3ccccc3)sc2c1=O	38.4	-41.4	nt	-14.5	24.3	-30.9	-18.9	20.4	17.5	nt	1.1
CCOC(=O)C1=C(C)Nc2ccccc2N=C1NC(=O)c1cc(C)on1	11.9	15.2	-0.9	15.4	-16.3	5.4	14.2	-14.0	-5.9	-6.7	4.6
Cc1cccc(N2C(S)=C(C#N)C(=O)NC2c2cccs2)c1 (configuration not stated)	-22.8	22.6	0.7	5.0	-34.8	-35.2	5.1	-24.7	-6.3	-6.2	-2.1
CCOC(=O)c1ccc(NC(=S)P(=O)(c2ccccc2)c2ccccc2)cc1	71.4*	-3.8	nt	0.7	-8.5	-11.2	-5.1	-13.0	10.7	nt	-16.2
Fc1cccc(Nc2ncnc3sccc23)c1	24.2	-65.5	-2.3	-18.0	-3.4	-42.2	7.1	-2.8	-7.7	-11.8	-15.8
Cc1nnc(SCC(=O)Nc2cc(S(=O)(=O)N3CCCC3)ccc2Cl)n1C1CC1	-7.5	2.5	6.0	1.4	0.5	-14.3	-7.8	0.7	2.4	6.4	-16.4
CCOC(=O)c1nnn(-c2nonc2N)c1CNC(C)C	8.1	-12.8	-2.2	1.3	-6.1	-0.3	-2.1	-1.0	-6.4	14.9	-4.7
Cc1cc(S(=O)(=O)N2CCCCC2)ccc1OCC(=O)N1CCCC1	-2.0	19.7	3.9	-4.5	-8.2	-4.4	4.4	-8.5	-5.1	4.0	8.3
CCCCCCC(=O)NN1CCN(C)CC1	-16.2	7.0	-0.7	0.8	24.5	0.7	10.5	-6.2	-15.8	-6.6	-18.7
COc1ccc(C(=O)Nc2n[nH]c(-c3ccncc3)n2)cc1	9.5	-44.3	-0.6	-18.7	-11.1	-4.9	15.3	-8.0	-4.1	-21.2	-1.9
COc1ccc(NC(=O)CNC(=O)c2ccco2)cc1S(=O)(=O)Nc1cc(C)ccc1Br	7.6	14.0	nt	19.0	-22.0	7.8	-1.6	-0.7	-1.4	13.0	13.8
Cc1c(C(=O)NC2CCCCC2)oc2ccc(F)cc12	-27.7	-191.8	3.3	-230.0	12.5	-80.7	-2.4	-29.3	-4.6	-37.5	-72.1

Following part.
SMILES	TWEAK-Fn14 inh	HIF-2a inh	NR2E3 ag-1	Peg3 promoter	CF NFkB block	Shn3 inh set2	KKLEB tox	TROY signal inh	TRAIL sens C8	MITF TRPM1 inh	NR2E3 ag-2
Cc1ccc2nc(SCC(=O)NCc3cccs3)c(C#N)cc2c1	-29.9	1.7	-0.1	-10.5	0.6	-5.0	-2.5	-4.2	-11.2	-7.3	-1.4
Cc1ccc(C(=O)N2N=C(c3cccc(NS(C)(=O)=O)c3)CC2c2cccs2)cc1 (configuration not stated)	22.7	29.1	-5.5	44.0	6.7	7.2	-1.2	-10.9	-1.7	-2.2	-6.5
COc1ccccc1N(CC(=O)NCC1CCCO1)C(=O)CNS(=O)(=O)c1ccc(C)cc1 (configuration not stated)	-2.6	-3.0	4.7	14.0	10.1	-5.9	-11.8	-6.9	-12.8	9.5	9.4
CCC(C)(C)n1nnnc1C(c1ccncc1)N1CCN(c2cccc(OC)c2)CC1 (configuration not stated)	17.5	8.1	0.8	2.8	-24.2	11.1	6.7	-0.2	24.0	-6.0	-8.6
O=C(NCCC(F)(F)F)C1Cc2c(-c3ccc(Cl)cc3)ccnc2O1 (configuration not stated)	-2.4	15.7	nt	31.3	-22.7	3.7	-2.6	19.3	8.3	nt	-0.8
COc1ccc(C(C)(C)C)cc1NC(=O)COC(=O)c1ncc(Cl)c(Cl)c1Cl	8.0	11.3	0.0	0.1	5.9	9.8	-11.8	-1.0	-3.6	-2.4	-3.8
CCOc1ccc(C2N(c3ccc(F)cc3)C(=O)C3CCCN32)cc1OC (configuration not stated)	-6.1	6.5	-1.2	-2.6	3.1	-7.4	-6.4	-0.4	-4.7	-2.1	-51.2
CCC(C)(C)n1nnnc1C(c1ccc(OC)c(OC)c1)N1CCN(C(=O)c2ccco2)CC1 (configuration not stated)	6.1	7.3	3.3	-8.0	-3.0	3.6	4.6	-13.4	7.4	-11.0	-9.2
CC(=O)NC(c1cccc(F)c1)c1nc(-c2cc3ccccc3o2)cs1 (configuration not stated)	17.7	-122.7	nt	-7.0	13.1	-10.0	-3.0	-4.6	-1.4	nt	-14.6
Cc1ccc(OCCNC(=O)c2cccc(S(=O)(=O)NCc3ccccc3)c2)cc1	12.4	2.9	nt	18.6	29.2	31.4	-26.6	67.0*	28.7	38.0	-24.6
CC(C)(C)c1csc(NC(=O)c2ccc3nccnc3c2)n1	11.2	-224.3	2.7	-282.8	-9.5	-85.8	-15.9	-57.8	13.2	-115.5	-121.6
CC(CCc1ccccc1)NC(=O)c1ccc(NC(=O)c2ccc(Cl)cc2Cl)cc1 (configuration not stated)	-17.3	20.1	-2.1	8.1	14.8	-4.1	-23.0	10.8	14.8	-2.7	-8.2
O=[N+]([O-])c1ccccc1-c1nc(-c2ccc(Br)o2)no1	-14.2	-154.0	1.6	-267.1	-13.6	-60.1	6.0	-28.9	15.0	-36.4	-116.4
COc1cccc(/C(C)=N/NC(=O)c2ccc(N(C)C)cc2)c1	-6.6	-229.2	3.6	-224.6	-0.7	-54.7	4.8	-53.0	13.2	-63.9	-31.7
O=C(NNC(=O)c1cccc2ccccc12)c1cccc(Br)c1	13.4	-55.6	nt	-19.1	-32.9	14.2	13.8	-21.3	-23.0	-18.2	-29.0
COc1ccccc1Oc1nc2c(c(=O)n(Cc3ccccc3F)c(=O)n2C)n1C	4.3	15.0	2.0	11.7	8.5	9.8	-1.3	3.8	1.1	3.2	-5.1
O=C(c1ccccc1)N(Cc1ccc2c(c1)OCO2)Cc1nc2ccccc2c(=O)[nH]1	1.3	21.7	-0.7	11.2	-18.7	nt	5.8	23.9	0.7	5.5	-8.2
CCOC(=O)c1cc(C#N)c(N2CCN(c3ccccn3)CC2)nc1-c1ccccc1	26.1	1.8	-0.7	25.2	22.0	-53.3	-13.6	17.7	27.8	12.4	-15.5
CCN1C(=O)[C@H]2[C@@H](c3ccc(-c4cccc(Cl)c4)cc3)N3CCCC[C@@]3(C(=O)OC)[C@H]2C1=O	6.3	2.2	0.5	13.0	15.0	6.7	-10.3	-35.6	1.5	-7.5	-42.4
O=C(NCc1cc(C(F)(F)F)cc(C(F)(F)F)c1)C1CC(c2cccc(F)c2)=NO1 (configuration not stated)	-21.3	0.2	0.8	-16.7	19.2	0.6	-20.0	-21.6	-10.3	-2.7	-6.0
O=C(/C=C/Nc1ccc(F)c(F)c1)c1cccs1	-8.2	-193.5	2.7	-293.6	-5.5	-57.0	-4.4	-46.9	38.3	-6.6	-152.9
CCc1nc2c(OCc3ccc(C(F)(F)F)cc3)cccn2c1N(C)C(=O)c1ccc(OC)cc1	-3.5	-20.4	nt	38.4	-12.0	-0.5	-1.9	8.8	-8.6	nt	27.3

Quoted from the listing (four entries):
SMILES	TWEAK-Fn14 inh	HIF-2a inh	NR2E3 ag-1	Peg3 promoter	CF NFkB block	Shn3 inh set2	KKLEB tox	TROY signal inh	TRAIL sens C8	MITF TRPM1 inh	NR2E3 ag-2
CC(C)CC(N=C1NC(C)(C)Cc2ccccc21)C(=O)O (configuration not stated)	3.7	15.9	1.5	0.6	2.8	-8.2	-4.4	-4.1	-18.5	9.7	-11.7
CC(C)C1C(C#N)=C(N)Oc2n[nH]c(C(C)(C)C)c21 (configuration not stated)	-5.9	30.0	0.9	28.2	-11.5	19.8	2.3	23.0	21.6	13.8	12.6
COCc1c(C(=O)N/N=C/c2ccco2)nnn1-c1nonc1N	-9.4	0.3	2.6	5.4	24.5	-7.3	-2.4	-0.2	4.7	5.3	-9.9
O=C(Oc1cccc2cccnc12)c1ccc(Br)o1	2.2	11.4	-2.3	8.7	5.0	8.9	-2.5	-9.3	-2.8	14.3	-12.5
